dFosB activator – mouse delta FosB homodimer activation. hit rate 0.99% among 340,000. purified delta FosB, TAMRA-CDK5 oligo fluorescence polarization; percent of positive-control signal above neutral wells. activation, % at 25 µM. P13346;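 active = mean activation above about 17%, with every replicate also reaching it, limit read from the data, passing the limit was not always enough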;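 note: fluorescence polarization rise as delta FosB binds a TAMRA Cdk5 AP-1 oligo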
Target sequence (P13346 whole entry, looked up): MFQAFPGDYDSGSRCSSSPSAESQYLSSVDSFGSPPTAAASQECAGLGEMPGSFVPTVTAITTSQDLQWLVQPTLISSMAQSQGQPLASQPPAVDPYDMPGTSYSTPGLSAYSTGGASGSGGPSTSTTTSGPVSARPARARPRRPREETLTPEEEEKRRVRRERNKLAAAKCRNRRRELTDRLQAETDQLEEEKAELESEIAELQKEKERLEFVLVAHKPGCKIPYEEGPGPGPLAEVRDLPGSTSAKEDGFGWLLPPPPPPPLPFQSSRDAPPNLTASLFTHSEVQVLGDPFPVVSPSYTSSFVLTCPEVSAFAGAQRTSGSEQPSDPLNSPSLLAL
Mot1-301 SUMO – inhibitors of SUMOylation pathway: yeast Mot1-301 growth rescue | hit rate 1% among 320,000 | S. cerevisiae Mot1-301 growth rescue, ATP luminescence, 38.5C; percent above DMSO median, 100 means doubled | growth rescue, % at 18.8 µM;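 active = every valid replicate shows activation above 250% relative to neutral control wells; inactive = the rest, any valid replicate at or below 250%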;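 note: OY570 slx delta 5 strain wells were the positive control but not used for scaling; some compounds called inactive have numbers as strong as hits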
PfHsp90 yeast 2 – inhibits growth of yeast expressing Plasmodium falciparum Hsp90 | AID 504621 | inhibition, % at 9.4 µM | S. cerevisiae expressing PfHsp90, BacTiter-Glo ATP, 48 h; yeast lacking PDR1 and PDR3 efflux regulators | hit rate 0.32% among 310,000;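 active = every replicate shows inhibition above about 80%, whatever the replicate mean, limit read from the data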;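 note: 0% = DMSO neutral controls and 100% = 20 µM radicicol positive controls; yeast relying on Plasmodium falciparum Hsp90 in place of its own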
LANA DNA inh – blocks KSHV LANA C-terminal domain binding to DNA; hit rate 0.078% among 340,000; MBP-C-LANA/FAM-LBS DNA binding, fluorescence polarization; inhibition, % at 9 µM;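 active = highest replicate inhibition at or above 60% at 9 µM, even if other replicates fall short; inactive = all replicates below 60% inhibition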;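 note: 0% = neutral control wells and 100% = 4 µM acridine orange control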
PvdQ acylase – P. aeruginosa PvdQ acylase inhibition; AID 488965; inhibition, % at 10 µM; hit rate 0.063% among 340,000; purified PvdQ acylase, fluorescence plate reader; in the data active = inhibition above about 30%, passing the limit was not always enough;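 note: 0% = vehicle neutral wells and 100% = reference inhibitor wells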
CDK5 inh – CDK5/p35 (human) kinase inhibition. Recombinant CDK5/p35, ADP-Glo luminescence, 60 min. inhibition, % at 10 µM. hit rate 0.01% among 330,000;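 active = highest replicate inhibition of at least 50% and at least 75% of replicates reaching 50%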;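 note: plate controls were DMSO neutral control for no effect and GW8510 at 10 µM for full effect; many of its hits are not listed in these tables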
Target sequence (Q00535 whole entry, looked up): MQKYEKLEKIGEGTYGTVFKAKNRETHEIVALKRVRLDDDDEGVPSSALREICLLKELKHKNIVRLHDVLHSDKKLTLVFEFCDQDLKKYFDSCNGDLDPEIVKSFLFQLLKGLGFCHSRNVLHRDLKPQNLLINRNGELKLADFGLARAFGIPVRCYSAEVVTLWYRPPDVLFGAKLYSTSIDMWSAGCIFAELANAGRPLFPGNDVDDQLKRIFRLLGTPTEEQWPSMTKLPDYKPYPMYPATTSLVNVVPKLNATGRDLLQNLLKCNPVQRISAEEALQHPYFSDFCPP
Target sequence (Q15078 whole entry, looked up): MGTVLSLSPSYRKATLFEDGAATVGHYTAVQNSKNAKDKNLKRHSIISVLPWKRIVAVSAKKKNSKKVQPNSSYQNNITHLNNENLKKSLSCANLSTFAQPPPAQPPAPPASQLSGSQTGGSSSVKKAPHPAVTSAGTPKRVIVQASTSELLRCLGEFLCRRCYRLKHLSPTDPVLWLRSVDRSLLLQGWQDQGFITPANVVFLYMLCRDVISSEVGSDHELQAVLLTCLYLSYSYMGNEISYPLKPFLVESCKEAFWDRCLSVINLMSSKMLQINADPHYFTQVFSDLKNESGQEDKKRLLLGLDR
Rtt109 HAT inh – C. albicans Rtt109 histone acetyltransferase inhibition; Q5AAJ8; purified Rtt109/Vps75, ThioGlo CoA-SH fluorescence, 4 h; inhibition, % at 34.9 µM; hit rate 0.16% among 330,000; AID 540336;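 active = inhibition of at least 50% in every replicate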
cardiac RTF act – increases calcium sensitivity of human cardiac regulated thin filaments | P19429+P45379 | IANBD-labeled TnC RTF fluorescence at EC20 calcium; 0% EC20 calcium, 100% full calcium | activation, % at 7.2 µM | hit rate 0.24% among 340,000;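 active = activation above the mean over all tested compounds plus 3 SD, cut at about 30% in these data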;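 note: rise in fluorescence read as greater calcium sensitivity of cardiac thin filaments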
NSD2 inh – blocks human histone methyltransferase NSD2 | NSD2 peptide methylation, AlphaScreen, 120 min | O96028 | hit rate 0.54% among 310,000 | inhibition, % at 12.5 µM; in the data active = inhibition above about 50%
Keap1-Nrf2 PPI – inhibitors of human Keap1-Nrf2 protein-protein interaction | Q14145 | Keap1 Kelch-Nrf2 peptide fluorescence polarization, 1536-well | inhibition, % at 9.4 µM | hit rate 0.15% among 340,000 | AID 504523; in the data active = inhibition above about 12%;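 note: human Keap1 Kelch domain with fluorescein labeled Nrf2 9mer peptide probe; 0% = neutral control wells and 100% = peptide positive control; higher means more block of Keap1 binding to Nrf2 peptide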
Cardiac RTF inh – cardiac RTF calcium desensitization. inhibition, % at 7.15 µM. hit rate 0.12% among 340,000. P19429+P45379. IANBD-labeled cardiac RTF, Ca2+ fluorescence. AID 493244;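 active = inhibition above the mean inhibition of all tested compounds plus 3 SD, cut at about 17% in these data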;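 note: assay run at fixed EC70 calcium of 1.6 mM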
An asterisk follows results filed as active; nt = not tested or not shown.

[1] O=C1CC(=O)C(n2cncn2)C(c2ccc(Cl)cc2)C1 (stereo not given)
[2] COc1ccc(S(=O)(=O)N2CCOCC2)cc1NC(=O)c1cc2c(s1)CCCC2
[3] CC(=O)Nc1ccc(CN2CCCC(C(=O)c3cccc(C(F)(F)F)c3)C2)cc1 (stereo not given)
[4] O=C(NCCCN1CCCC1=O)C1CCN(S(=O)(=O)c2cccc(Cl)c2Cl)CC1
[5] Cc1cccc(NC(=O)CN2C(=O)S/C(=C\c3ccc(O)c([N+](=O)[O-])c3)C2=O)c1
assay / entry	1	2	3	4	5
dFosB activator	1	-7	3	2	3
Mot1-301 SUMO	-5	-1	-7	-6	9
PfHsp90 yeast 2	8	3	17	nt	9
LANA DNA inh	0.2	0.3	-0.3	1.0	0.2
PvdQ acylase	1	-1	0	4	-2
CDK5 inh	-0.2	0.2	0.0	1.0	-1.1
Rtt109 HAT inh	-4	-7	3	-13	8
cardiac RTF act	4	0	-1	-1	-10
NSD2 inh	3	-1	-31	0	18
Keap1-Nrf2 PPI	4	2	2	-1	0
Cardiac RTF inh	-1	-7	-5	1	-1

[6] Cc1ccc(OCC(=O)N(C)CC(=O)Nc2ccccc2Cl)c([N+](=O)[O-])n1
[7] CC(NS(C)(=O)=O)C(c1cccs1)N1CCN(c2ccccc2F)CC1 (stereo not given)
[8] COc1cccc(NC(=S)NCc2cccs2)c1
[9] CC1CCCN(C(=O)NC2CC(=O)N(c3ccc4c(c3)OCCO4)C2)C1 (stereo not given)
[10] Cc1ccc(C(=S)N2CCN(Cc3ccccc3)CC2)s1
assay / entry	6	7	8	9	10
dFosB activator	-4	-2	-2	4	-8
Mot1-301 SUMO	-17	113	90	nt	-2
PfHsp90 yeast 2	15	18	0	-4	19
LANA DNA inh	-1.1	-0.8	-0.8	-0.9	-0.8
PvdQ acylase	4	-7	-8	-9	-11
CDK5 inh	-0.7	-0.7	-2.9	-1.1	0.6
Rtt109 HAT inh	29	5	9	-4	5
cardiac RTF act	-3	0	5	-4	0
NSD2 inh	0	-2	0	-1	7
Keap1-Nrf2 PPI	-1	0	-8	-2	-3
Cardiac RTF inh	3	-1	3	-9	-12

[11] Cc1nn(C(=O)N2CCOCC2)c(C)c1CN1C(=O)c2ccccc2C1=O
[12] COCCNC(=O)C(=O)NCC(c1ccc2c(c1)OCO2)N1CCN(c2ccc(F)cc2)CC1 (stereo not given)
[13] COc1ccc(NC(=O)C(=O)Nc2cccc3ccccc23)c(OC)c1
[14] COc1cc(Cl)ccc1OCc1cc(C(=O)N(C)C2CCOC2)no1 (stereo not given)
[15] N#Cc1c(SCC(=O)Nc2nc3ccc(Br)cc3s2)sc2c(O)cc(=O)[nH]c12
assay / entry	11	12	13	14	15
dFosB activator	-4	-6	-1	-14	-15
Mot1-301 SUMO	0	338	6	1	0
PfHsp90 yeast 2	22	10	-4	-19	-43
LANA DNA inh	-2.4	-0.4	0.7	-0.1	12
PvdQ acylase	-2	-10	-17	-13	-20
CDK5 inh	-0.2	0.9	1.1	-0.6	-1.2
Rtt109 HAT inh	4	-4	2	2	-5
cardiac RTF act	-1	1	-7	-2	10
NSD2 inh	-1	5	-4	-1	nt
Keap1-Nrf2 PPI	2	-3	-9	1	-6
Cardiac RTF inh	-6	-4	-7	-8	-2

[16] CCN(CC)CCOC(=O)C(Cc1cccc2ccccc12)CC1CCCO1 (stereo not given)
[17] Cc1ccc2c(CN(C)Cc3cccc(F)c3)cc(=O)oc2c1
[18] CCCCC(=O)N1CCCC(C)C1 (stereo not given)
[19] Cc1ccc(S(=O)c2ccc(C)cc2)cc1
[20] CC(C)=CC(=O)OCC(=O)Nc1ccc(Cl)cn1
assay / entry	16	17	18	19	20
dFosB activator	-6	-5	2	8	-3
Mot1-301 SUMO	39	2	415	6	-28
PfHsp90 yeast 2	-8	-3	-14	nt	5
LANA DNA inh	1.0	0.7	-1.1	1.3	0.0
PvdQ acylase	1	-4	-18	79*	-15
CDK5 inh	1.5	0.7	-0.7	-1.3	-0.1
Rtt109 HAT inh	1	-5	1	-11	3
cardiac RTF act	-3	0	1	2	1
NSD2 inh	18	1	0	-1	5
Keap1-Nrf2 PPI	7	0	-2	-3	1
Cardiac RTF inh	-6	-1	-7	-10	-7

[21] COc1ccccc1C(=O)N1CC(=O)Nc2ccc(C)cc2C1c1ccc(F)cc1 (stereo not given)
[22] CN(C)C1=NC[C@H](Cc2ccccc2)N1CCC1CCCC1
[23] OC1COC(c2ccccc2)OC1C1OC(c2ccccc2)OCC1O (stereo not given)
[24] CC1=C(C(=O)NCc2ccccn2)C2(CCC(C)CC2)OC1=O (stereo not given)
[25] COc1ccc(OC)c(NC(=O)C2CCN(S(C)(=O)=O)CC2)c1
assay / entry	21	22	23	24	25
dFosB activator	-5	-2	-6	0	5
Mot1-301 SUMO	23	0	nt	2	162
PfHsp90 yeast 2	-2	2	5	-13	0
LANA DNA inh	-0.9	-0.2	2.2	0.2	0.6
PvdQ acylase	-4	0	-4	-8	-4
CDK5 inh	-2.7	-4.8	-0.4	0.3	0.6
Rtt109 HAT inh	2	-13	-2	1	1
cardiac RTF act	-4	7	2	3	3
NSD2 inh	-1	nt	nt	nt	1
Keap1-Nrf2 PPI	-3	-6	-1	3	-1
Cardiac RTF inh	-5	-7	-1	-4	-2

[26] Oc1c(C=C2N=c3ccccc3=N2)sc(=S)n1-c1ccccc1
[27] COc1ccc(S(=O)(=O)N2CCCCCC2)cc1NC(=O)c1ccccc1
[28] COCCSc1nnc(NC(=O)C2CCN(C(=O)c3ccco3)CC2)s1
[29] COc1ccccc1N1CCN(C(c2cccs2)c2nnnn2C2CCCC2)CC1 (stereo not given)
[30] N=C1S/C(=C\c2ccco2)C(=O)N1c1ccc2c(c1)OCO2
assay / entry	26	27	28	29	30
dFosB activator	2	-2	-3	-9	-2
Mot1-301 SUMO	19	309*	1	33	-2
PfHsp90 yeast 2	-50	-4	23	-6	-16
LANA DNA inh	0.3	0.3	0.9	0.8	0.0
PvdQ acylase	-9	-4	0	-1	-3
CDK5 inh	0.5	-1.1	-0.8	-1.8	0.0
Rtt109 HAT inh	-1	-1	1	1	-5
cardiac RTF act	0	3	2	-8	-8
NSD2 inh	-2	1	0	-1	5
Keap1-Nrf2 PPI	-2	-3	2	-4	-1
Cardiac RTF inh	-8	-4	-14	-5	-11

[31] CC(=O)Cn1ncc(Br)c(Br)c1=O
[32] O=C(CN1C(=O)S/C(=C\c2cccs2)C1=O)Nc1ccc(O)cc1C(=O)O
[33] COc1ccccc1N1CCN(C(=O)C(=O)c2cn(CC(=O)N3CCCC3)c3ccccc23)CC1
[34] CCN(CC(=O)Nc1c(F)cccc1F)C(=O)c1cc([N+](=O)[O-])ccc1N1CCCCC1
[35] COc1ccc(C(=O)N(Cc2nc(-c3ccc(C)cc3)no2)C2CCCCC2)cc1OC
assay / entry	31	32	33	34	35
dFosB activator	-5	-4	-5	-12	-9
Mot1-301 SUMO	nt	41	0	-18	-4
PfHsp90 yeast 2	-9	2	-15	-31	25
LANA DNA inh	-1.9	-0.2	0.1	-1.6	-0.4
PvdQ acylase	-4	16	5	-6	-10
CDK5 inh	-0.4	nt	0.2	1.2	0.2
Rtt109 HAT inh	nt	14	7	5	3
cardiac RTF act	-3	0	2	1	2
NSD2 inh	7	18	-1	2	-1
Keap1-Nrf2 PPI	2	-4	1	-4	-4
Cardiac RTF inh	-6	-3	2	-8	-5

[36] Cc1ccc(-n2c(C)nc3c(cnn3-c3ccccc3Cl)c2=O)cc1C
[37] CCOc1ccc(-c2cc(CCCC(=O)N3CCN(c4ccc(OC)cc4)CC3)no2)cc1
[38] CC1=C(C(=O)OC(C)C)C(c2ccc3c(c2)OCO3)NC(=O)N1 (stereo not given)
[39] C/C(=N\NC(=O)c1c(Cl)cnn1C)c1ccc(NC(=O)c2ccncc2)cc1
[40] Nc1nc(SCc2c(Cl)cccc2Cl)n[nH]1
assay / entry	36	37	38	39	40
dFosB activator	-6	1	-3	-18	-2
Mot1-301 SUMO	1	-19	1	3	15
PfHsp90 yeast 2	11	2	13	0	0
LANA DNA inh	0.4	-0.5	-2.3	0.6	0.5
PvdQ acylase	-7	5	-9	8	-8
CDK5 inh	0.9	2.1	-0.1	-0.8	-0.8
Rtt109 HAT inh	-14	7	-2	4	2
cardiac RTF act	-3	1	-1	-4	0
NSD2 inh	1	nt	-2	-2	-4
Keap1-Nrf2 PPI	0	2	-1	-5	2
Cardiac RTF inh	4	-5	-9	-2	-32

Nos. 34 to 37, quoted:
[34] CCN(CC(=O)Nc1c(F)cccc1F)C(=O)c1cc([N+](=O)[O-])ccc1N1CCCCC1
[35] COc1ccc(C(=O)N(Cc2nc(-c3ccc(C)cc3)no2)C2CCCCC2)cc1OC
[36] Cc1ccc(-n2c(C)nc3c(cnn3-c3ccccc3Cl)c2=O)cc1C
[37] CCOc1ccc(-c2cc(CCCC(=O)N3CCN(c4ccc(OC)cc4)CC3)no2)cc1
assay / entry	34	35	36	37
dFosB activator	-12	-9	-6	1
Mot1-301 SUMO	-18	-4	1	-19
PfHsp90 yeast 2	-31	25	11	2
LANA DNA inh	-1.6	-0.4	0.4	-0.5
PvdQ acylase	-6	-10	-7	5
CDK5 inh	1.2	0.2	0.9	2.1
Rtt109 HAT inh	5	3	-14	7
cardiac RTF act	1	2	-3	1
NSD2 inh	2	-1	1	nt
Keap1-Nrf2 PPI	-4	-4	0	2
Cardiac RTF inh	-8	-5	4	-5

The list continues.
[41] O=C(c1ccc(S(=O)(=O)N2CCC(c3nc4ccccc4[nH]3)CC2)cc1)N1CCOCC1
[42] COc1ccc(NC(=O)/C(=C\c2ccc(OC)c(OC)c2)NC(=O)c2ccco2)cc1
[43] CCCN1C(=O)C(O)(C2COC(C)(C)CC2=O)c2ccccc21 (stereo not given)
[44] S=C(Nc1cccc2ccccc12)N1CCN(c2ncccn2)CC1
[45] Cc1nc(=O)c(-c2ccccc2)c(C)n1-c1ccc(S(N)(=O)=O)cc1
[46] N#Cc1cc(Oc2cccc3cccnc23)c(-n2nnc3ccccc32)cc1C#N
assay / entry	41	42	43	44	45	46
dFosB activator	3	-1	5	1	2	2
Mot1-301 SUMO	13	-12	-8	nt	-26	-3
PfHsp90 yeast 2	1	-76	7	22	16	-25
LANA DNA inh	0.2	-0.7	-1.1	1.6	-1.1	-1.2
PvdQ acylase	-8	-4	-3	0	-1	-6
CDK5 inh	0.0	-1.0	0.1	-1.7	0.0	2.3
Rtt109 HAT inh	-1	-4	-5	3	-8	-8
cardiac RTF act	3	-4	4	-4	-4	-2
NSD2 inh	nt	0	-4	1	1	-2
Keap1-Nrf2 PPI	1	6	-3	1	0	-8
Cardiac RTF inh	5	-14	7	-5	0	-3

High-throughput results (PubChem BioAssay)
